High-throughput results deposited in PubChem BioAssay by Fisher Drug Discovery Resource Center.
mcGAS MS inh: inhibitors of mouse cGAS; Q8C6L5; recombinant mouse cGAS, cGAMP by RapidFire MS; inhibition, % at 12.5 µM; hit rate 0.18% among 130,000; AID 1259397;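 active means inhibition of cGAS enzyme activity at or above 60%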;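 further: enzyme stimulated by 45 bp dsDNA with ATP and GTP substrates; cGAMP share of summed cGAMP plus half ATP and half GTP signals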
Target sequence (Q8C6L5 whole entry, looked up): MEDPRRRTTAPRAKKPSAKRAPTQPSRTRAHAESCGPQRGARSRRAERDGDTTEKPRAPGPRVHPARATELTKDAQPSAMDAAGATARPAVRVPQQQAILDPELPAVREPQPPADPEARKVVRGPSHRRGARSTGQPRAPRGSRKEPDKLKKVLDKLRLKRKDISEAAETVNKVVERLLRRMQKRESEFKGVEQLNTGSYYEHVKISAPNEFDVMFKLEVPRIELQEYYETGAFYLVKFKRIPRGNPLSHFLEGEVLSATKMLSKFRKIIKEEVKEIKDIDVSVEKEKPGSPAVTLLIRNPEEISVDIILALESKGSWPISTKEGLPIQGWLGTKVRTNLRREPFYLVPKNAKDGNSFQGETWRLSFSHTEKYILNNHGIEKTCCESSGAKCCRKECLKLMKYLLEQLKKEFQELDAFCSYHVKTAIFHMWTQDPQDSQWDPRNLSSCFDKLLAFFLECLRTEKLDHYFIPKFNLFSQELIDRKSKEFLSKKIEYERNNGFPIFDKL
* hit, by the source's call. Only part of the results is shown (hit frequency here may not be typical).

Screening O=C1COCc2cc(-c3cccnc3)ccc2N1CC1CC1 returned mcGAS MS inh 5.
`COc1cccc(CC2(CO)CCCN(c3nc(C)ncc3C)C2)c1` (centres undefined) gave mcGAS MS inh -12.
For Cc1nccc(-c2cccc(NC(=O)c3ccccc3C3CCNC3)c2)n1 (centres undefined) the results were mcGAS MS inh 3.
Screening CC(O)CN1CCN(C(=O)c2cc(Cl)c(Cl)n2C)CC1 (centres undefined) returned mcGAS MS inh -11.
For CCN(Cc1cccc(C(N)=O)c1)c1ccccc1C the results were mcGAS MS inh -5.
CCCC(C)c1nnc(NC(=O)c2ccc(NC(C)=O)cc2Cl)s1 (centres undefined) was read as mcGAS MS inh -2.
`CC(C)Cn1c(CN2CCOCC2)nc2c1c(=O)[nH]c(=O)n2C` gave mcGAS MS inh -10.
Screening Cc1cn2c3c(=O)n(Cc4ccc(Cl)cc4)c(=O)n(C)c3nc2n1CCCN(C)C returned mcGAS MS inh -1.
Screening N#Cc1ccccc1-c1ccccc1C(=O)Nc1cccc(C(F)(F)F)c1 returned mcGAS MS inh 3.
Screening O=C(CSc1nc2cc(Cl)ccc2s1)NC(=O)c1ccccc1 returned mcGAS MS inh 6.
`Cc1cccc(NC(=O)C(C)Oc2ccc(-c3nnco3)cc2)c1` (centres undefined) gave mcGAS MS inh -5.
`O=C1CCC(=O)N(c2ccc(C(=O)OCc3csc(Br)c3)cc2)N1` gave mcGAS MS inh -4.
For C=C(C)COc1cccc(C(=O)N2CCCC(C(=O)O)C2)c1 (centres undefined) the results were mcGAS MS inh -4.
For CC(C)N1CCC(C)(C(=O)Nc2cccc3cccnc23)C1 (centres undefined) the results were mcGAS MS inh -5.
`COC(=O)[C@@H](NC(=O)c1cccc(-c2n[nH]c(C)n2)c1)C(C)(C)C` gave mcGAS MS inh -9.
For COc1cccc(C(=O)CSc2nnc(-c3ccco3)n2C)c1 the results were mcGAS MS inh -2.
O=C(c1cc(COc2ccc(F)cc2F)[nH]n1)N1C[C@H]2CCC[C@@]2(CO)C1 was read as mcGAS MS inh -3.
Screening CCOC(=O)C=C1c2ccccc2-c2ccccc21 returned mcGAS MS inh 42.
`COc1ccccc1N1CCN(C(=O)Cc2nc3nc(C)cc(C)n3n2)CC1` gave mcGAS MS inh 2.
For CC(C)NC(=O)C1(C)CCN1Cc1ccc(C(F)(F)F)cc1 (centres undefined) the results were mcGAS MS inh 1.
CN(Cc1nccn1Cc1ccccc1)C(=O)C1CC2(CCNCC2)CN1 (centres undefined) was read as mcGAS MS inh -1.
For CC1c2cccn2CCN1C(=O)c1cn[nH]c1-n1cnnn1 (centres undefined) the results were mcGAS MS inh -12.
Screening O=C(O)c1cscc1/C=C/c1ccsc1Cl returned mcGAS MS inh -11.
Cc1noc(C)c1CN(C)C(=O)c1cc(C(C)C)n2ncnc2n1 was read as mcGAS MS inh -4.

Copied from the listing for reference:
Screening O=C1COCc2cc(-c3cccnc3)ccc2N1CC1CC1 returned mcGAS MS inh 5.
`COc1cccc(CC2(CO)CCCN(c3nc(C)ncc3C)C2)c1` (centres undefined) gave mcGAS MS inh -12.
For Cc1nccc(-c2cccc(NC(=O)c3ccccc3C3CCNC3)c2)n1 (centres undefined) the results were mcGAS MS inh 3.

Next results.
`Fc1ccc(COc2ncnc3sccc23)c(Cl)c1` gave mcGAS MS inh -1.
`Cc1cccc2[nH]c(C3CCCN3Cc3ncc[nH]3)nc12` (centres undefined) gave mcGAS MS inh -31.
For Cc1ccc([N+](=O)[O-])cc1NC(=O)c1c(-c2ccccc2)noc1C the results were mcGAS MS inh -7.
CCn1c(CC2CCN(Cc3ccc(-n4cncn4)cc3)CC2)n[nH]c1=O was read as mcGAS MS inh -8.
`CCOCCn1c(=O)c2c(nc3n(-c4cc(OC)ccc4OC)c(C)c(C)n23)n(C)c1=O` gave mcGAS MS inh -7.
`CCOc1ncccc1C(=O)N1CCCC(c2[nH]ncc2-c2ccccc2)C1` (centres undefined) gave mcGAS MS inh -2.
CCn1c2ccccc2c2cc(CN3CCCC(N4CCC(CO)CC4)C3)ccc21 (centres undefined) was read as mcGAS MS inh -8.
Screening Cc1ccc(-n2ncc3c2CC(C)(C)CC3NC2CCOCC2)cc1 (centres undefined) returned mcGAS MS inh -7.
`Cc1ccc(CC(=O)OCc2ccc3cn[nH]c3c2)s1` gave mcGAS MS inh -14.
For C=c1oc(C)cc1=C1NN=C(CCC(=O)N2CCC(O)(c3ccc(Cl)cc3)CC2)O1 the results were mcGAS MS inh -9.
For O=S(=O)(NCc1ccccc1)Nc1cccc(-c2cnc[nH]2)c1 the results were mcGAS MS inh -28.
`O=c1c2ccccc2nc(SCc2ccc([N+](=O)[O-])cc2)n1CC1CCCO1` (centres undefined) gave mcGAS MS inh -3.
Screening CC(Cn1cncn1)NC(=O)N1CCCC(C)(C)CC1 (centres undefined) returned mcGAS MS inh -6.
For Nc1nc(N)nc(-c2ccccc2)n1 the results were mcGAS MS inh -8.
Cn1cc(CN2CCSCC2)c(-c2cccc(Cl)c2)n1 was read as mcGAS MS inh 3.
For Cc1c(CN(C)Cc2ccsc2)cnn1C the results were mcGAS MS inh -39.
`CN1CCn2nc(C(=O)N(C)CCC(O)c3ccccc3)cc2C1` (centres undefined) gave mcGAS MS inh -8.
`COc1cc(C(=O)c2c(C(F)(F)F)oc3c2C(=O)c2ccccc2C3=O)cc(OC)c1OC` gave mcGAS MS inh -16.
`CN(C)C(=O)CCNC(=O)CC(c1ccccc1)C(F)(F)F` (centres undefined) gave mcGAS MS inh -2.
Screening CCCS(=O)(=O)NC(=O)C1(C)CCN1C(=O)c1ccc(C(F)(F)F)nc1C (centres undefined) returned mcGAS MS inh -11.
CCC1CCCCN1CC(C)(C)NS(=O)(=O)c1ccccc1 (centres undefined) was read as mcGAS MS inh -12.
Cc1c(COC(C)C)cccc1NC(N)=O was read as mcGAS MS inh -37.
`COC(=O)N1CCC(Nc2ncnc3c2CCCC3)CC1` gave mcGAS MS inh -7.
For c1ccc(-c2noc(CN3CCc4ccccc4C3)n2)nc1 the results were mcGAS MS inh -1.
Cc1ccsc1C(=O)NNC(=O)c1nn(C)c(=O)c2ccccc12 was read as mcGAS MS inh -6.
CCc1c(C)[nH]n(-c2nc(-c3cccc([N+](=O)[O-])c3)cs2)c1=O was read as mcGAS MS inh -21.
`CCOc1ccc(N2C(=O)CC(N(Cc3ccco3)C(=O)CCC(=O)O)C2=O)cc1` (centres undefined) gave mcGAS MS inh -3.
Screening FC(F)(F)C1CCCN(CCCc2nnnn2-c2ccccc2)C1 (centres undefined) returned mcGAS MS inh -2.
`CCN(CC)c1ccc(C2C(C(=O)OC)=C(C)Nc3ncnn32)cc1` (centres undefined) gave mcGAS MS inh -10.
CC(C)N1CCN(CCn2cnc3c(F)cccc3c2=O)CC1 was read as mcGAS MS inh -11.
For COc1cc2c(cc1OC)C(=O)NC(C1CC1)N2 (centres undefined) the results were mcGAS MS inh -13.
Screening C=Cn1cc(C(=O)N(C)Cc2nc3cc(C)c(C)cc3[nH]2)cn1 returned mcGAS MS inh -10.
For CCn1cc(C(CC(=O)O)c2cccc(Cl)c2)c2ccccc21 (centres undefined) the results were mcGAS MS inh -4.
`CC(c1ccc(F)c(Cl)c1)N(C)CCNS(C)(=O)=O` (centres undefined) gave mcGAS MS inh -2.
Screening Cc1ccc(F)c(CC(=O)N2CCOC(Cc3ccccc3)C2)c1F (centres undefined) returned mcGAS MS inh -3.
For CN1CCN(c2ccc(NC(=O)c3ccc4c(c3)OCO4)cn2)CC1 the results were mcGAS MS inh -18.

Pulled by structure from above, six records:
`CCOc1ccc(N2C(=O)CC(N(Cc3ccco3)C(=O)CCC(=O)O)C2=O)cc1` (centres undefined) gave mcGAS MS inh -3.
Screening FC(F)(F)C1CCCN(CCCc2nnnn2-c2ccccc2)C1 (centres undefined) returned mcGAS MS inh -2.
Screening Cc1ccc(F)c(CC(=O)N2CCOC(Cc3ccccc3)C2)c1F (centres undefined) returned mcGAS MS inh -3.
Screening C=Cn1cc(C(=O)N(C)Cc2nc3cc(C)c(C)cc3[nH]2)cn1 returned mcGAS MS inh -10.
Cc1ccsc1C(=O)NNC(=O)c1nn(C)c(=O)c2ccccc12 was read as mcGAS MS inh -6.
CC(C)N1CCN(CCn2cnc3c(F)cccc3c2=O)CC1 was read as mcGAS MS inh -11.

Sorted by count of non-hydrogen atoms (lowest first): some entries from above.
For COc1cc2c(cc1OC)C(=O)NC(C1CC1)N2 (centres undefined) the results were mcGAS MS inh -13.
CCc1c(C)[nH]n(-c2nc(-c3cccc([N+](=O)[O-])c3)cs2)c1=O was read as mcGAS MS inh -21.
For CN1CCN(c2ccc(NC(=O)c3ccc4c(c3)OCO4)cn2)CC1 the results were mcGAS MS inh -18.

Next entries:
`O=C(CC1COCCN1)NCCCn1nnc2ccccc21` (centres undefined) gave mcGAS MS inh -8.
For CCCn1nc(C(=O)NC(C)c2ccco2)c2ccccc2c1=O (centres undefined) the results were mcGAS MS inh -4.
CCOC(=O)/C(=N\Nc1ccc(C)cc1)c1nn[nH]n1 was read as mcGAS MS inh -5.
CCOC(=O)C1(C)CCCCN1C(=O)c1ccccc1OC(F)(F)F (centres undefined) was read as mcGAS MS inh -4.
For Cc1ccc(NC(=O)N2CCN(CC(=O)N3CCCC3)CC2)cc1 the results were mcGAS MS inh -8.
CCCNC(=O)CN1CCN(c2c(C)cnc3ccccc23)CC1 was read as mcGAS MS inh -8.
Screening CCOC(=O)NNC(=O)CC(O)(c1nc(C)cs1)C(F)(F)F (centres undefined) returned mcGAS MS inh 1.
`CCOC(=O)c1nn(-c2ccccc2C)c(=O)cc1OS(=O)(=O)c1c(C)noc1C` gave mcGAS MS inh -2.
CC1(C(=O)NS(=O)(=O)c2ccc(Br)cc2)CCN1C(=O)C/C=C/c1ccccc1 (centres undefined) was read as mcGAS MS inh -7.
`Cc1ccc(CN2CCN(Cc3ccccc3Cn3cccn3)CC2=O)cc1` gave mcGAS MS inh 1.
For CCN(C(=N)N1CCCC1)c1nc(C)c([N+](=O)[O-])c(=O)[nH]1 the results were mcGAS MS inh -4.
`CC(C)(C)C(=O)N1CCC(C(=O)NOC2CCCCO2)CC1` (centres undefined) gave mcGAS MS inh -9.
Cc1c(C(=O)N2CCOCC2)c(C(F)(F)F)nn1C1CCCN(C(C)C)C1 (centres undefined) was read as mcGAS MS inh -7.
Screening Cc1cccc(C(=O)N(Cc2ccccc2)Cc2nccs2)c1 returned mcGAS MS inh -8.
O=c1ccnc2sc(NCc3ccc(N4CCCC4)cc3)nn12 was read as mcGAS MS inh 7.
Cc1ccc(SC(C)C(=O)Nn2cnnc2)cc1 (centres undefined) was read as mcGAS MS inh 5.
`CCc1ccccc1NC(=O)NCCNc1ccc(Nc2ccccn2)nn1` gave mcGAS MS inh -6.
N#Cc1ccc(-c2nc3ccc(C(=O)N4C[C@H](O)C[C@H]4C(=O)OCc4ccccc4)cc3[nH]2)cc1 was read as mcGAS MS inh 1.
For Cc1ccc(-n2nc(C(C)(C)C)cc2N)c(C)c1 the results were mcGAS MS inh -2.
`Cn1cnnc1SCc1cc(=O)c(OCc2cccc(F)c2)co1` gave mcGAS MS inh -9.
For Cc1ccc(-n2ncc3c(C)nn(CC(=O)Nc4ccc(F)cc4)c(=O)c32)c(C)c1 the results were mcGAS MS inh -6.
Cc1nnc(SCCNC(=O)c2cc(C3CC3)[nH]n2)s1 was read as mcGAS MS inh -20.
For CCc1cnc(C)nc1N1CCC2(CC1)Nc1ccccc1NC2=O the results were mcGAS MS inh -1.
OC1CCC(Nc2ncnc3ccccc23)CC1 (centres undefined) was read as mcGAS MS inh -22.
For Cc1nn(-c2nnc(-n3nc(C)c(Cl)c3C)nn2)c(C)c1Cl the results were mcGAS MS inh -14.
Screening Cc1cccc(CNC2CC(=O)N(Cc3cccc4ccccc34)C2)n1 (centres undefined) returned mcGAS MS inh -14.
For CCc1nccn1CCC(=O)N1CCC(c2nn(C)c(=O)n2CC)CC1 the results were mcGAS MS inh -2.
`COCc1cc(C(=O)Nc2ncnc3ccccc23)no1` gave mcGAS MS inh -1.
Screening CCOCC(=O)NCC1CN(c2ccc(Cl)c(Cl)c2)C(=O)O1 (centres undefined) returned mcGAS MS inh -12.
Screening CCc1noc(CN(CC)C(=O)c2cc(Cl)c[nH]c2=O)n1 returned mcGAS MS inh -20.
For CCC1(CC)NC(=O)N(CC(O)COc2ccc(Br)cc2)C1=O (centres undefined) the results were mcGAS MS inh -4.
Screening COCCN1CC(C(=O)NCCCc2ccc(F)cc2)CCC1=O (centres undefined) returned mcGAS MS inh -5.
For CCOC(=O)C1CCN(C(=O)C(C)OC(=O)c2ccc3[nH]c4c(c3c2)CC(C)CC4)CC1 (centres undefined) the results were mcGAS MS inh -8.
Screening COCCCN1CCC(NC(=O)N2CC(C)CCC2C)CC1 (centres undefined) returned mcGAS MS inh -7.
`CN(C)S(=O)(=O)c1ccc(Cl)c(N=Cc2ccco2)c1` gave mcGAS MS inh 18.
Screening C=C(C)CN1CCN(c2nc3c(c(=O)[nH]c(=O)n3C)n2Cc2ccccc2C)CC1 returned mcGAS MS inh 0.
For O=C(O)CCc1c(C(=O)O)[nH]c2ccccc12 the results were mcGAS MS inh -6.
`Cc1ccc(S(C)(=O)=O)cc1C(=O)NC(C)CCc1ccco1` (centres undefined) gave mcGAS MS inh -17.
CC(=O)Cn1c(C(C)(C)C)cn2c3c(=O)n(C)c(=O)n(C)c3nc12 was read as mcGAS MS inh -1.
